Assay outcomes: PubChem BioAssay, Broad Institute
STK33 inh – blocks human STK33 kinase activity. 0.44% of 27,000 active. Q9BYT3. AID 2322. ADP-Glo luminescence, MBP substrate. inhibition, % at 12.5 µM; in the data active means inhibition above about 20%
Target sequence (Q9BYT3 whole entry, looked up): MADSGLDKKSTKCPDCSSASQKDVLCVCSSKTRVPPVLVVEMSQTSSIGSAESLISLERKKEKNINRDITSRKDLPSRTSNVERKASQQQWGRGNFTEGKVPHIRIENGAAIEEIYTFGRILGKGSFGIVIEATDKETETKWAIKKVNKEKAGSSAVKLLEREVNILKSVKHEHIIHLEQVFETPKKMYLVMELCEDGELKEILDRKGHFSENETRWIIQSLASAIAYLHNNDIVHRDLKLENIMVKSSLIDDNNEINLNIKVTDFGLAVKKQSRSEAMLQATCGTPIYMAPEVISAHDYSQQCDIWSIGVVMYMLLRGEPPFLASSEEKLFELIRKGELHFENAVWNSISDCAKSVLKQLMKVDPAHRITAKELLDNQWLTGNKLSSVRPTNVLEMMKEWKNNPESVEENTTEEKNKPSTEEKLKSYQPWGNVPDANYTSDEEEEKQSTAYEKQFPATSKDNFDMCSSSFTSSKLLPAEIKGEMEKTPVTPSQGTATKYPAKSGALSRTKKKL
mut p53 react – re-activators of the mutant p53 pathway; SW480 PUMA-promoter luciferase, p53 mutant reactivation; 1.5% of 28,000 active; activation, % at 9.98 µM; in the data active means activation above about 52%
Starred values were filed as active, the others as inactive; x = not tested or not shown; & = joins results of further samples. An excerpt; the hit share may differ from the screen's.

Every second line gives: STK33 inh	mut p53 react
- O=C(CSc1ncnc2sc(-c3ccccc3)cc12)Nc1ccccc1C(F)(F)F
  -0.1	0.9
- CC1CCC2(C(=O)O)CCC3(C)C(=CCC4C5(C)C[C@@H](O)[C@@H](O)C(C)(CO)C5CCC43C)C2C1(C)O (some centres undefined)
  1.0	x
- C[C@H]1CN([C@@H](C)CO)C(=O)Cc2cc(NC(=O)C3CC3)ccc2O[C@@H]1CN(C)CC1CCCCC1
  0.6	x
- C[C@@H]1CN([C@H](C)CO)C(=O)Cc2cc(NC(=O)Nc3cccc4ccccc34)ccc2O[C@@H]1CN(C)CC1CCCCC1
  -0.8	x
- C=CCn1c(=S)sc2c(SCC(N)=O)ncnc21
  x	8.7
- O=C(CC1c2ccccc2Oc2ccccc21)Nc1ccc(Cc2ccncc2)cc1
  4.3	-40.0
- Cc1ccc(S(=O)(=O)Nc2ccc3c(c2)C(=O)N([C@H](C)CO)C[C@H](C)[C@H](CN(C)C(=O)Nc2ccc(F)cc2)O3)cc1
  -1.3	x
- C[C@@H]1CN([C@@H](C)CO)C(=O)c2cc(NS(=O)(=O)c3cn(C)cn3)ccc2O[C@@H]1CN(C)C(=O)Nc1ccc(C(F)(F)F)cc1
  1.4	x
- O=C(O)[C@@]1(CCS(=O)(=O)c2ccccc2)COC(c2ccc(OCCCO)cc2)=N1
  1.8	x
- Cc1ccc(S(=O)(=O)Nc2ccc3c(c2)CC(=O)N([C@H](C)CO)C[C@@H](C)[C@H](CN(C)Cc2ccc(C(=O)O)cc2)O3)cc1
  -3.8	x
- O=C(Oc1c(CN2CCOCC2)cc(Cl)c2cccnc12)c1ccc(F)cc1
  -2.0	-10.0
- C[C@@H]1CN([C@H](C)CO)C(=O)Cc2cc(NC(=O)Nc3ccccc3)ccc2O[C@@H]1CN(C)S(=O)(=O)c1cn(C)cn1
  -4.8	x
- C[C@@H]1CN([C@H](C)CO)C(=O)Cc2cc(NC(=O)Cc3ccccc3)ccc2O[C@H]1CN(C)Cc1ccccc1
  0.2	x
- Cc1ccc(O)c(NC(=S)NC(=O)c2ccc(-c3ccccc3[N+](=O)[O-])o2)c1
  6.1	-8.7
- C[C@H]1CN([C@@H](C)CO)C(=O)c2cc(NC(=O)C3CC3)ccc2O[C@H]1CN(C)Cc1ccc(-c2ccccc2)cc1
  0.2	x
- Cc1noc(C)c1NC(=O)Nc1ccc2c(c1)CC(=O)N([C@@H](C)CO)C[C@H](C)[C@@H](CN(C)CC1CCCCC1)O2
  -2.7	x
- COc1ccc(S(=O)(=O)Nc2cccc3c2O[C@@H](CN(C)Cc2ccc(C(=O)O)cc2)[C@@H](C)CN([C@H](C)CO)C3=O)cc1
  x	5.4
- Cc1ccc(S(=O)(=O)Nc2ccc3c(c2)CC(=O)N([C@@H](C)CO)C[C@H](C)[C@@H](CN(C)Cc2ccc(C(F)(F)F)cc2)O3)cc1
  6.4	x
- C[C@@H]1CN([C@H](C)CO)C(=O)c2cc(C#CCN(C)C)cnc2O[C@H]1CN(C)C(=O)c1ccc2c(c1)OCO2
  x	12.3
- O=C1C(Nc2ccccc2)=CC(=O)c2ncccc21
  9.0	-71.9
- Cc1noc(C)c1NC(=O)N(C)C[C@H]1Oc2ccc(NC(=O)Cn3cnnn3)cc2C(=O)N([C@H](C)CO)C[C@@H]1C
  x	4.1
- COc1ccc(NC(=O)CSc2nc3ccccc3n2-c2ccccc2)c([N+](=O)[O-])c1
  -0.9	-12.0
- COc1ccc([N+](=O)[O-])cc1NC(=O)CSc1nncn1C
  0.2	-6.9
- C[C@H]1CN([C@@H](C)CO)C(=O)Cc2cc(NC(=O)CCN3CCOCC3)ccc2O[C@@H]1CN(C)S(=O)(=O)c1ccccc1
  0.8	-0.1
- Cc1ccc(C2=NC3(CCN(C(=O)OC(C)(C)C)CC3)NC2=S)cc1
  x	1.9
- COc1ccc(S(=O)(=O)Nc2ccc3c(c2)CC(=O)N([C@H](C)CO)C[C@H](C)[C@H](CN(C)C(=O)Nc2ccc(F)cc2)O3)cc1
  -0.2	x
- C[C@@H]1CCCCO[C@@H](CN(C)S(=O)(=O)c2ccc(Cl)cc2)[C@@H](C)CN([C@H](C)CO)C(=O)c2cc(NC(=O)NC3CCCCC3)ccc2O1
  0.2	x
- O=C(OCc1cccc(C(=O)c2ccccc2)c1)c1ccc(NC(=O)c2ccco2)cc1
  -1.6	17.4
- Cc1noc(C)c1NC(=O)Nc1ccc2c(c1)CC(=O)N([C@H](C)CO)C[C@H](C)[C@@H](CN(C)C(=O)Nc1cccc3ccccc13)O2
  x	3.2
- C[C@@H]1CN([C@H](C)CO)C(=O)c2cccc(NC(=O)c3ccc(-c4nccs4)cc3)c2O[C@H]1CN(C)C(=O)Nc1ccccc1
  x	-1.3

3 structures from above, arranged by SMILES length, lowest first:
Every second line gives: STK33 inh	mut p53 react
- C[C@@H]1CN([C@H](C)CO)C(=O)c2cc(C#CCN(C)C)cnc2O[C@H]1CN(C)C(=O)c1ccc2c(c1)OCO2
  x	12.3
- C[C@@H]1CN([C@H](C)CO)C(=O)Cc2cc(NC(=O)Nc3cccc4ccccc34)ccc2O[C@@H]1CN(C)CC1CCCCC1
  -0.8	x
- C[C@@H]1CN([C@H](C)CO)C(=O)Cc2cc(NC(=O)Nc3ccccc3)ccc2O[C@@H]1CN(C)S(=O)(=O)c1cn(C)cn1
  -4.8	x

The list goes on.
Every second line gives: STK33 inh	mut p53 react
- CCc1ccc(NC(=O)CSc2nc(-c3ccc(OC)cc3)cc(=O)[nH]2)cc1
  1.4	-2.3
- COc1ccc(NC(=O)N(C)C[C@H]2Oc3c(NS(=O)(=O)c4cccs4)cccc3C(=O)N([C@@H](C)CO)C[C@H]2C)cc1
  x	-0.5
- O=C(Nc1ccc(S(=O)(=O)Nc2ncccn2)cc1)c1ccc(-c2ccccc2)cc1
  0.7	24.9
- COC(=O)C1=COC(O[C@@H]2O[C@H](CO)[C@@H](OC(=O)/C=C/c3ccc(O)cc3)[C@H](O)[C@H]2O)[C@H]2[C@@H]1[C@H](O)C[C@]2(C)OC(C)=O (some centres undefined)
  -4.1	3.8
- C[C@H](CO)N1C[C@H](C)[C@H](CN(C)C)Oc2ccc(N(C)C)cc2C1=O
  -0.1	5.9
- O=C(NC(Cc1cc(=O)[nH]c2ccccc12)C(=O)O)c1ccc(Cl)cc1 (centres undefined)
  -0.3	-1.9
- C[C@H](CO)N1C[C@H](C)[C@H](CN(C)Cc2ccc(C(=O)O)cc2)Oc2ccc(NC(=O)CCCN(C)C)cc2C1=O
  x	-1.1
- COc1ccc(S(=O)(=O)N(C)C[C@H]2Oc3ccc(NS(=O)(=O)c4ccccc4)cc3CC(=O)N([C@H](C)CO)C[C@H]2C)cc1
  2.5	x
- C[C@H]1CN([C@@H](C)CO)C(=O)c2cc(C#CCN(C)C)cnc2O[C@H]1CN(C)S(=O)(=O)c1cn(C)cn1
  x	0.8
- Cc1noc(C)c1S(=O)(=O)Nc1cccc2c1O[C@@H](CN(C)Cc1ccc(Cl)c(Cl)c1)[C@@H](C)CN([C@H](C)CO)C2=O
  x	3.2
- CC(=O)N(c1ccc2oc3c(c2c1)CCCC3)S(=O)(=O)c1cccc2cccnc12
  1.8	-3.8
- C[C@H]1CN([C@@H](C)CO)C(=O)c2cc(C3=CCCC3)cnc2O[C@@H]1CN(C)Cc1ccc(F)cc1
  x	7.4
- O=C(O)CCN1C(=O)c2ccc(NC(=O)c3cccs3)cc2C1=O
  3.6	1.6
- CC(=O)c1cccc(NC(=O)C(C)N2C(=O)c3ccccc3C2=O)c1 (centres undefined)
  -2.2	0.8
- COC(=O)C(CC#Cc1ccc2c(c1)[C@]1(C(=O)N2)[C@H](C(=O)N2CCCCCCC2)[C@H]2C(=O)O[C@H](c3ccccc3)[C@H](c3ccccc3)N2[C@@H]1c1ccc(O)cc1)C(=O)OC
  8.4	x
- Cc1ccccc1-c1ccc2c(c1)O[C@H](CN(C)C(=O)Nc1ccc(C(F)(F)F)cc1)[C@@H](C)CN([C@H](C)CO)S2(=O)=O
  x	-57.2
- Cc1ccc(S(=O)(=O)Nc2ccc3c(c2)C(=O)N([C@H](C)CO)C[C@H](C)[C@H](CN(C)Cc2ccc(C(F)(F)F)cc2)OCCCC[C@@H](C)O3)cc1
  4.3	x
- Cc1ccc(S(=O)(=O)NCC(=O)Nc2ccc(I)cc2)cc1
  -0.1	2.2
- Cc1sc2nc(SCc3n[nH]c(=S)n3-c3ccccc3)[nH]c(=O)c2c1C
  4.5	1.9
- C[C@H]1CN([C@@H](C)CO)C(=O)CCCn2cc(nn2)CO[C@H]1CN(C)C(=O)Nc1cccc(F)c1
  -5.2	x
- COc1ccc(Cl)cc1N(CC(=O)Nc1cc(Cl)ccc1Cl)S(C)(=O)=O
  -0.7	-16.3
- CC(=O)Nc1ccc(NC(=O)CN(c2cc(C(F)(F)F)ccc2Cl)S(C)(=O)=O)cc1
  -2.0	-5.7
- C[C@@H](O)C#Cc1ccc2c(c1)O[C@@H](CN(C)C(=O)c1ccncc1)[C@@H](C)CN([C@@H](C)CO)S2(=O)=O
  x	16.6
- COc1ccc(NC(=O)N(C)C[C@H]2Oc3ccc(NC(=O)NC(C)C)cc3CC(=O)N([C@H](C)CO)C[C@H]2C)cc1
  -0.8	x
- Cc1ccc(-c2nc3ccccc3[nH]2)cc1NC(=O)COc1ccc(C(C)C)cc1
  0.6	0.5
- COc1ccc(S(=O)(=O)N(C)C[C@H]2Oc3ccc(NC(=O)Nc4ccc(C(F)(F)F)cc4)cc3CC(=O)N([C@@H](C)CO)C[C@@H]2C)cc1
  -4.5	-10.5
- CC(=O)Nc1ccccc1NC(=O)COc1cc(C)c(Br)c(C)c1
  -6.9	-6.3
- COc1cc(C(=O)Nc2cc(-c3nc4ncccc4o3)ccc2C)ccc1OCc1ccc(Cl)cc1
  -0.7	-45.3
- Nc1ccccc1S(N)(=O)=O
  x	-12.5
- Cc1ccc(OC(=O)N(C)C[C@@H]2OCc3cn(nn3)CCCC(=O)N([C@H](C)CO)C[C@@H]2C)cc1
  0.2	-3.3

Exported tab-delimited: part of the list above
SMILES	STK33 inh	mut p53 react
C[C@H](CO)N1C[C@H](C)[C@H](CN(C)Cc2ccc(C(=O)O)cc2)Oc2ccc(NC(=O)CCCN(C)C)cc2C1=O	x	-1.1
COc1ccc(S(=O)(=O)N(C)C[C@H]2Oc3ccc(NS(=O)(=O)c4ccccc4)cc3CC(=O)N([C@H](C)CO)C[C@H]2C)cc1	2.5	x
C[C@H]1CN([C@@H](C)CO)C(=O)c2cc(C#CCN(C)C)cnc2O[C@H]1CN(C)S(=O)(=O)c1cn(C)cn1	x	0.8
Cc1noc(C)c1S(=O)(=O)Nc1cccc2c1O[C@@H](CN(C)Cc1ccc(Cl)c(Cl)c1)[C@@H](C)CN([C@H](C)CO)C2=O	x	3.2

(list continues)
Every second line gives: STK33 inh	mut p53 react
- NCCNC(=O)c1ccc(Cl)cc1
  -2.6	-9.3
- CC(C)C(=O)c1c(C(C)C)nn2ccccc12
  x	14.6
- Cc1c(C)c(C)c(S(=O)(=O)N2CCCC2)c(C)c1C
  -0.6	x
- N#CCCSCc1ccc2oc(C(=O)O)cc2c1
  3.2	-7.7
- COc1ccc([N+](=O)[O-])cc1NC(=O)C(C)N(c1ccc(C)cc1)S(C)(=O)=O (centres undefined)
  -1.4	-10.4
- Cc1noc(C)c1S(=O)(=O)Nc1ccc2c(c1)CC(=O)N([C@H](C)CO)C[C@H](C)[C@H](CN(C)Cc1ccc(-c3ccccc3)cc1)O2
  7.5	12.9
- COc1cc(OC)c(NC(=O)CCN2C(=O)c3ccccc3C2=O)cc1Cl
  2.2	0.1
- O=C(CSc1nnc(-c2ccncc2)o1)Nc1ccccc1F
  1.2	2.5
- COc1ccc(N(C(=O)c2cccnc2)S(=O)(=O)c2ccccc2)cc1
  -0.1	-13.3
- COc1ccc(CN(C)C[C@H]2Oc3ccc(NS(=O)(=O)c4ccc(OC)cc4)cc3CC(=O)N([C@@H](C)CO)C[C@@H]2C)cc1
  -1.0	4.0
- Cc1ccc(C(=O)c2ccc(CC(=O)O)n2C)cc1
  2.2&1.4	x
- CCCCn1c2ccccc2c2nnc(SCC(=O)c3ccccc3)nc21
  -0.3	-7.0
- CSCC(NS(=O)(=O)c1ccc(Br)cc1)C(=O)O (centres undefined)
  0.4	-11.8
- C[C@@H]1CCCCO[C@@H](CN(C)S(=O)(=O)c2ccc(F)cc2)[C@@H](C)CN([C@H](C)CO)C(=O)c2cc(NC(=O)NC3CCCCC3)ccc2O1
  -1.9	x
- O=C1O[C@H](c2ccccc2)[C@H](c2ccccc2)N2[C@H]1[C@@H](C(=O)NC[C@H](O)c1ccccc1)[C@]1(C(=O)Nc3ccccc31)[C@H]2c1ccc(O)cc1
  7.2	x
- C[C@@H]1CN([C@H](C)CO)S(=O)(=O)c2ccc(C#CCN(C)C)cc2O[C@@H]1CN(C)Cc1ccccn1
  x	-6.7
- COc1ccc(CCNC(=O)c2cc3cc(F)ccc3nc2C)cc1OC
  -1.6	-5.0
- Nc1cc(=O)nc(SCC(=O)N(c2ccccc2)c2ccccc2)n1-c1ccccc1
  8.9	9.3
- Cc1nnc(SCC(=O)Nc2cccc([N+](=O)[O-])c2)s1
  -2.6	-5.9
- C[C@H]1CN([C@@H](C)CO)C(=O)Cc2cc(NC(=O)Nc3ccc(C(F)(F)F)cc3)ccc2O[C@@H]1CN(C)C
  -2.3	x
- O=c1[nH]c(CSc2ccccn2)nc2c1oc1ccccc12
  x	-2.1
- C[C@@H]1CCCCO[C@@H](CN(C)Cc2ccc(C(F)(F)F)cc2)[C@@H](C)CN([C@H](C)CO)C(=O)c2cc(NC(=O)CCC(F)(F)F)ccc2O1
  2.2	x
- C[C@@H]1CCCCO[C@H](CN(C)C(=O)Nc2ccccc2)[C@H](C)CN([C@H](C)CO)C(=O)c2cc(NC(=O)Nc3ccccc3)ccc2O1
  x	-15.1
- C[C@H]1CN([C@@H](C)CO)C(=O)c2cc(N(C)C)ccc2O[C@@H]1CN(C)Cc1ccccc1
  -0.9	6.1
